NTR1 ag – agonists of NTR1, primary screen, imaging, U2OS cells, beta-arrestin-GFP, high content (AID 493036); Neurotensin receptor type 1 (Homo sapiens), P30989; NTR1-U2OS beta-arrestin-GFP spot imaging, agonist mode; activation, % at 20 µM; actives 0.17% (n = 330,000);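 active = activation at or above 40% of the spot to cytoplasm intensity ratio, with at least 20 cells analyzed; inconclusive = wells under 20 cells, flagged as cytotoxic or low count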;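 also: 0% = DMSO without peptide and 100% = 100 nM NTR1 peptide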
Target sequence (P30989 whole entry, looked up): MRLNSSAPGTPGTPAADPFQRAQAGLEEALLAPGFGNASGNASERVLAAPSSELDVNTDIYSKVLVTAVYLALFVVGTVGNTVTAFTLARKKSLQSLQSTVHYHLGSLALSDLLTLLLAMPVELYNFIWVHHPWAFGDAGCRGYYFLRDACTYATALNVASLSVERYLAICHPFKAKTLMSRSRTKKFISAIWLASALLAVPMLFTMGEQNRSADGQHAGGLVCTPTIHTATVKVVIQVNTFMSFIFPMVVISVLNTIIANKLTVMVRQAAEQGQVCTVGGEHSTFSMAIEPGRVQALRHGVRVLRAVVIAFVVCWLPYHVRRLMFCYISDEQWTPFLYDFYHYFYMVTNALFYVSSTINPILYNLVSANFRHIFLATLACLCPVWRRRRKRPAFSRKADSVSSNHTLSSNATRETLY
T cell modulator – modulators of CD8 T cell-vesicle binding, primary screen, mouse 2C CD8+ T cells, flow cytometry. 2C CD8+ T cell-vesicle binding; hits give low values. calls only at 7 µM. actives 0.068% (n = 330,000). AID 2052, 2009;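 active = response, share of CD8 T cells binding vesicles, and their 90th percentile fluorescence all below set limits, cut at about 80% in these data, passing the limit was not always enough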
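System: murine 2C transgenic CD8+ T lymphocytes; also added: QL9-loaded Drosophila micro-vesicles; times: binding 1.5 h at 37 °C; measured by: flow cytometry, PE anti-B7-1 (FL2) versus Alexa647 anti-CD8 (FL8), PFA-fixed; control set: Peptide-free naked vesicles (low) and QL9 vesicles with 0.7% DMSO vehicle (high)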
Myeloid diff 2 – induction of myeloid progenitor differentiation, primary screen, cell-based, flow cytometry, MLPCN library | ER-HoxA9 myeloid progenitors, lysozyme-GFP differentiation | actives 1% (n = 360,000) | calls only at 10 µM;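 active = normalized GFP-positive differentiation at or above the plate's own cutoff, the solvent-only control mean plus 3 SD; inconclusive = no clear call, values can overlap the other calls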;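 also: cells exposed to compound for four days before flow analysis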
T cell modulator vesicle-bound % – further read-out of T cell modulator, marked with its call; double positive events, %; measured here: CD8+ vesicle-bound cell fraction;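 binding gate set so that unloaded-vesicle control wells show 10% double positive cells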
NTR1 ag cell count 20 µM – second read-out of NTR1 ag, no call of its own (marks repeat the call); cell count; measured here: cell count, cytotoxicity flag
Myeloid diff 2 GFP+ MAC1+ % – further read-out of Myeloid diff 2, marked with its call; GFP+ MAC1+ double positive, %; measured here: differentiation confirmed by MAC1 staining
* = called active by the depositor; i = inactive; ? = inconclusive; / = no result given.

The first two entries (preview)
SMILES | NTR1 ag | NTR1 ag cell count 20 µM | T cell modulator | T cell modulator vesicle-bound % | Myeloid diff 2 | Myeloid diff 2 GFP+ MAC1+ %
CC(C)(C)c1ccc(C(=O)NCC2CCCN2S(=O)(=O)c2ccccc2)cc1 (stereo not drawn) | 5.7 | 50 | i | 30 | i | 0.6
CSc1ccc(S(=O)(=O)NCC(=O)OC2CCOC2=O)cc1[N+](=O)[O-] (stereo not drawn) | 2.8 | 63 | i | 22 | i | 0.7

The whole of this part, from the first entry:
SMILES | NTR1 ag | NTR1 ag cell count 20 µM | T cell modulator | T cell modulator vesicle-bound % | Myeloid diff 2 | Myeloid diff 2 GFP+ MAC1+ %
CC(C)(C)c1ccc(C(=O)NCC2CCCN2S(=O)(=O)c2ccccc2)cc1 (stereo not drawn) | 5.7 | 50 | i | 30 | i | 0.6
CSc1ccc(S(=O)(=O)NCC(=O)OC2CCOC2=O)cc1[N+](=O)[O-] (stereo not drawn) | 2.8 | 63 | i | 22 | i | 0.7
Cc1cc(C)n2nc(C(=O)OCC(=O)NCc3ccc(Cl)cc3)nc2n1 | 2.8 | 53 | i | 27 | i | 0.2
CCCCN(C(=O)c1cc(S(=O)(=O)N2CCOCC2)ccc1Cl)c1c(N)n(CC(C)C)c(=O)[nH]c1=O | 0.5 | 45 | i | 35 | i | 0.9
COc1ccc(OC)c(S(=O)(=O)Nc2cccc3c(O)cccc23)c1 | 2.1 | 44 | i | 43 | i | 0.7
CCOc1ccc(NC(=O)CN(C)C(=O)C(C)N2C(=O)c3ccccc3C2=O)cc1OCC (stereo not drawn) | -2.1 | 82 | i | 35 | i | 0.7
COc1ccc(CNC(=O)COC(=O)c2ccc(S(=O)(=O)NCc3ccco3)cc2)cc1 | -1.0 | 50 | i | 44 | i | 0.0
COc1ccc(CCNC(=O)c2ccccc2C(=O)NCCc2ccc(OC)cc2)cc1 | -0.9 | 52 | i | 20 | i | 0.5
COc1cccc(C(=O)NCCN2CCN(c3ccc(Cl)cc3)CC2)c1 | -2.6 | 69 | i | 41 | i | 1.6
O=S(=O)(NCc1cccs1)c1ccccc1Cl | -1.5 | 57 | i | 54 | i | 0.6
COC(=O)C1OC(OC2CC[C@]3(C)C(CC[C@@]4(C)[C@@H]3CC=C3[C@@H]5CC(C)(C)CC[C@]5(C(=O)OC5OC(CO)C(O)C(O)C5O)CC[C@]34C)C2(C)C)C(O)C(O)C1O[C@H]1OCC(O)C(O)C1O (stereo partly drawn) | 2.1 | 49 | i | 15 | i | 1.1
COc1ccc(/C=C/C(=O)NNC(=O)c2ccncc2)c(OC)c1 | -3.0 | 58 | i | 33 | i | 0.6
Cc1ccc(S(=O)(=O)N2CCN(C(=O)C3CCN(C(=O)c4ccc(F)cc4)CC3)CC2)c(C)c1 | 0.8 | 71 | i | 13 | i | 2.1
COc1ccc(NC(=O)Cc2ccc(C)c(C)c2)cc1S(=O)(=O)N1CCCCC1 | 1.7 | 51 | i | 36 | i | 1.0
C=CCn1c(SCC(=O)Nc2c(C)n(C)n(-c3ccccc3)c2=O)nnc1-c1cccnc1 | 2.1 | 66 | i | 23 | i | 0.7
CC(Sc1nnnn1C)C(=O)Nc1ncc(Cl)cc1Cl (stereo not drawn) | 0.1 | 60 | i | 26 | i | 0.5
O=C(O)C1=CC[C@@H](c2ccc(Cl)cc2)N(S(=O)(=O)c2ccc(Cl)cc2)[C@H]1c1cccc(Cl)c1 | 56* | 95* | i | 19 | i | 1.5
O=C(c1ccc(-c2ccc([N+](=O)[O-])cc2)o1)N1CCCC(C(F)(F)F)C1 (stereo not drawn) | 6.1 | 59 | i | 10 | i | 0.8
Cc1noc(C)c1C(=O)Nc1nc2ccc(F)cc2s1 | -1.1 | 53 | i | 7 | i | 1.4
Cc1nc(SCC(=O)Nc2ccc(S(=O)(=O)N3CCOCC3)cc2)c2c(C)c(C)sc2n1 | 2.0 | 74 | i | 51 | i | 2.4
CCCCCn1nc(C(=O)N(CC)c2c(N)n(CCCC)c(=O)[nH]c2=O)c2ccccc2c1=O | 0.1 | 66 | i | 41 | i | 0.5
COc1ccc(NC(=O)CCOc2ccccc2C)cc1S(=O)(=O)N1CCCCC1 | 2.3 | 52 | i | 38 | i | 0.7
COC(=O)[C@@]12CCCN1[C@H](c1ccc(-c3ccccc3)c(OC)c1)[C@H]1C(=O)N(C)C(=O)[C@H]12 | 3.0 | 51 | i | 26 | i | 1.1
O=C(Nc1cccc(Cl)c1)c1ccccc1 | -5.2 | 46 | i | 15 | i | 1.7
O=C(COC(=O)CN1C(=O)NC2(CCCC2)C1=O)Nc1ccc(C(F)(F)F)cc1[N+](=O)[O-] | -0.6 | 73 | i | 0 | i | 0.6
CC(=O)c1cccc(OCC(=O)Nc2ccccc2N2CCOCC2)c1 | 2.1 | 48 | i | 6 | i | 0.7
CN(Cc1cccc(F)c1)C(=O)CN1CCN(S(=O)(=O)c2ccc3c(c2)OCCCO3)CC1 | -0.5 | 58 | i | 30 | i | 1.3
Cc1c(NC(=O)CSC(=S)N2CCCC2)c(=O)n(-c2ccccc2)n1C | -0.1 | 55 | i | 7 | i | 0.3
Cc1sc(NC(=O)CS(=O)(=O)c2ccccc2)c(C#N)c1C | -0.1 | 67 | i | 46 | i | 0.7
COc1ccc(F)cc1S(=O)(=O)Nc1cc2c3c(c1)CCC(=O)N3CCC2 | 0.5 | 63 | i | 42 | i | 0.3

Profiles, looked up by structure. Values in the order: NTR1 ag	NTR1 ag cell count 20 µM	T cell modulator	T cell modulator vesicle-bound %	Myeloid diff 2	Myeloid diff 2 GFP+ MAC1+ %
Listed for `COc1ccc(/C=C/C(=O)NNC(=O)c2ccncc2)c(OC)c1` → -3.0	58	i	33	i	0.6
Listed for `Cc1noc(C)c1C(=O)Nc1nc2ccc(F)cc2s1` → -1.1	53	i	7	i	1.4
Listed for `COc1cccc(C(=O)NCCN2CCN(c3ccc(Cl)cc3)CC2)c1` → -2.6	69	i	41	i	1.6
Listed for `COc1ccc(CNC(=O)COC(=O)c2ccc(S(=O)(=O)NCc3ccco3)cc2)cc1` → -1.0	50	i	44	i	0.0
Listed for `O=S(=O)(NCc1cccs1)c1ccccc1Cl` → -1.5	57	i	54	i	0.6

Later entries
SMILES | NTR1 ag | NTR1 ag cell count 20 µM | T cell modulator | T cell modulator vesicle-bound % | Myeloid diff 2 | Myeloid diff 2 GFP+ MAC1+ %
CCCCn1c(N)c(N(CC(C)C)C(=O)CSc2nnc(C)n2-c2ccc(OC)cc2)c(=O)[nH]c1=O | 1.1 | 67 | i | 57 | i | 0.9
O=C(COC(=O)c1cc2c(s1)CCCCC2)NC1CCS(=O)(=O)C1 (stereo not drawn) | -0.3 | 68 | i | 23 | i | 0.5
O=C(CN1CCOCC1)NNC(=O)c1ccc(Cl)cc1 | -1.1 | 53 | i | 50 | i | 0.9
CCOc1c(Cl)cc(CNCC(C)C)cc1Cl | -1.1 | 66 | i | 52 | i | 0.8
CN(CC(=O)Nc1cccc(F)c1)C(=O)c1cccnc1Sc1ccc(Cl)cc1 | -1.2 | 60 | i | 15 | i | 1.3
CCC(CC)NC(=O)CSc1ccc(S(=O)(=O)N2CCOCC2)cn1 | 0.3 | 55 | i | 42 | i | 0.9
CC1CC(C)CN(C(=O)COC(=O)c2nn(C)c(=O)c3ccccc23)C1 (stereo not drawn) | 1.4 | 51 | i | 27 | i | 0.6
O=C(NCCS(=O)(=O)N1CCN(c2ccccc2)CC1)c1cccs1 | 0.4 | 53 | i | 34 | i | 0.8
O=C(CSc1n[nH]c(-c2cccs2)n1)N1CCCCC1 | 0.4 | 53 | i | 19 | i | 0.7
NC(=O)c1ccc(NC(=O)COC(=O)CNC(=O)c2sc3ccccc3c2Cl)cc1 | -1.0 | 39 | i | 49 | i | 1.8
COc1ccc(CN(C)C(=O)CCc2ccc(S(=O)(=O)N3CCCCCC3)cc2)c(OC)c1 | 4.5 | 69 | i | 3 | i | 0.8
COc1ccc(NC(=O)C(=O)NCC(c2ccco2)N2CCc3ccccc3C2)cc1OC (stereo not drawn) | 0.7 | 42 | i | 57 | i | 0.6
CCOc1ccccc1N1CCN(CC(=O)Nc2ccccc2C(=O)NC2CC2)CC1 | 1.6 | 49 | i | 29 | i | 0.3
O=C1NC[C@H](c2ccccc2)OC(=O)[C@H](Cc2ccc(F)cc2)CC/C=C/C[C@H]1CC(=O)N(CCO)Cc1ccccc1 | 11 | 60 | i | 17 | i | 1.4
CC(C(=O)Nc1nc(-c2ccc(F)cc2)cs1)N1C(=O)C2CC=CCC2C1=O (stereo not drawn) | 7.0 | 57 | i | 27 | i | 1.7
CCC(CO)Oc1cc(NC(=O)c2ccc(Cl)cc2)c2ncn(C(C)C)c2c1 (stereo not drawn) | -0.3 | 53 | i | 15 | i | 0.8
COc1ccc(N2C(=S)N(C(=O)c3ccccc3)C(=Nc3ccccc3)C2=Nc2ccccc2)cc1 | 3.0 | 82 | i | 43 | i | 2.1
O=C(OCC(=O)N1CCCc2ccccc21)c1ccccc1OC(F)F | -0.8 | 39 | i | 28 | i | 1.6
Cc1cccc(NC(=O)c2nc[nH]c2C(=O)NCCCCCCNC(=O)c2[nH]cnc2C(=O)Nc2cccc(C)c2)c1 | 6.1 | 54 | i | 38 | i | 0.2
C[C@H](CO)N1C[C@H](C)[C@@H](CN(C)CC2CCCCC2)Oc2ccc(NC(=O)CCN3CCOCC3)cc2C1=O | -0.7 | 69 | i | 40 | i | 1.5
Cc1nn(CC(=O)NCCC2=CCCCC2)c(C)c1S(=O)(=O)N(C)C | 4.0 | 51 | i | 39 | i | 0.5
CCC(C(=O)OCC(=O)Nc1c(C)nn(-c2ccccc2)c1C)c1ccccc1 (stereo not drawn) | 0.2 | 58 | i | 34 | i | 1.0
CCOC(=O)c1c(C)[nH]c(C(=O)COC(=O)c2cccnc2Cl)c1C | 0.1 | 54 | i | 56 | i | 0.3
CC(C(=O)Nc1ncc([N+](=O)[O-])s1)N1C(=O)c2ccccc2S1(=O)=O (stereo not drawn) | 0.1 | 56 | i | 46 | i | 1.9
COc1ccc(NC(=O)Cn2nc(C(=O)O)c3ccccc3c2=O)cc1S(=O)(=O)N1CCCCC1 | 5.3 | 33 | i | 49 | i | 0.8
COc1ccc(-c2oc(=O)c3cc(OC)c(OC)cc3c2C#C[C@]2(O)CC[C@H]3[C@@H]4CCc5cc(OC)ccc5[C@H]4CC[C@@]32C)cc1 | 0.2 | 71 | i | 59 | i | 2.4
CN(C)S(=O)(=O)c1ccc(NC(=O)CSc2nnc(-c3ccco3)n2N)cc1 | 1.3 | 57 | i | 50 | i | 1.4
CCn1c(C)cc(C(=O)CSc2nnc(-c3ccco3)o2)c1C | 0.8 | 73 | i | 37 | i | 0.2
Cc1cccc(OCCC(=O)Nc2ccc(C)c(S(=O)(=O)N3CCOCC3)c2)c1 | -0.1 | 92 | i | 29 | i | 0.4
c1cc(SC2CCCCC2)cc(-c2nc3cnccn3c2NC2CCCCC2)c1 | 31 | 56 | i | 14 | i | 4.5
Cc1ccc(Nc2nnc(SCC(=O)NCC3CCCO3)s2)cc1C (stereo not drawn) | 1.0 | 92 | i | 50 | i | 1.1
Cc1csc(NC(=O)COc2ccc3c(c2)CCC3)n1 | -0.1 | 54 | i | 25 | i | 1.7
Cc1ccc(N=Cc2cc3c(cc2[N+](=O)[O-])OCO3)cc1[N+](=O)[O-] | 2.2 | 53 | i | 37 | i | 0.6
COc1cc(C(=O)Nc2ccccc2N2CCOCC2)ccc1OCC(=O)N1CCOCC1 | 0.9 | 54 | i | 37 | i | 0.9
C=CC(n1cncn1)C(O)(c1ccccc1)c1ccccc1 (stereo not drawn) | -2.3 | 88 | i | 12 | i | 1.5
Cc1cc(C)n2nc(SCC(=O)N3CCN(c4ccccc4)CC3)nc2n1 | -0.5 | 62 | i | 27 | i | 0.9
O=C(COC(=O)C1CCN(c2ccc(C(F)(F)F)cn2)CC1)Nc1cc(F)ccc1F | 1.4 | 58 | i | 46 | i | 0.6
CC(OC(=O)CNC(=O)c1cccs1)C(=O)Nc1ccc(S(N)(=O)=O)cc1 (stereo not drawn) | 0.1 | 50 | i | 8 | i | 0.9
COc1ccc(NC(=O)CN(C)CC(=O)c2[nH]c(C)c(C(C)=O)c2C)cc1 | -0.2 | 38 | i | 26 | i | 1.0
Cc1cc(C)nc(SCC(=O)NC(=O)c2ccccc2O)n1 | 2.2 | 58 | i | 7 | ? | /
O=S(=O)(c1ccc(Oc2ccc(Br)cc2F)nc1)N1CCCCC1 | 0.4 | 85 | i | 22 | i | 0.8
O=C(COC(=O)CN1C(=O)C2CCCCC2C1=O)NNC(=O)c1ccc(Cl)cc1 (stereo not drawn) | -0.6 | 67 | i | 26 | i | 0.8

High-throughput results (PubChem)

Only part of the results is shown; rates above refer to the full screens.
